# DNMT1 inh: DNMT1 (human) enzyme inhibition. hit rate 0.83% among 360,000. DNMT1 molecular beacon, Hinp1I cleavage, fluorescence. inhibition (reported as % activation of signal), % at 10 µM. AID 588458; in the data active = inhibition above about 50%
# STEP block: STEP (human) phosphatase inhibition | inhibition, % at 20 µM | hit rate 0.25% among 360,000 | recombinant STEP, OMFP fluorogenic substrate, fluorescence | AID 588621;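 active = inhibition at 20 µM, scaled per plate between control wells, above about 37%, limit read from the data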;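 note: 0% = DMSO with enzyme and substrate and 100% = substrate only without enzyme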
#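 Assay system: isolated STEP enzyme. Buffer or medium: pH 6.0 Bis-Tris with DTT and Tween 20. Also added: fluorogenic phosphatase substrate OMFP at 25 µM final. Dosing: 20 µM, 1% DMSO. Timing: 20 min reaction, room temperature, in the dark. Measured by: fluorescence intensity, excitation 480 nm, emission 540 nm. Evaluation: normalized % inhibition.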
# Rpn11 block: blocks the human proteasome subunit Rpn11. O00487. human 26S proteasome, Ub4-pepOG fluorescence polarization; 20S core pre-blocked with epoxomicin. calls only at 20 µM. hit rate 0.59% among 360,000;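 active = inhibition at 20 µM, scaled to each plate's controls, above about 33%, limit read from the data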
# Target sequence (O00487 whole entry, looked up): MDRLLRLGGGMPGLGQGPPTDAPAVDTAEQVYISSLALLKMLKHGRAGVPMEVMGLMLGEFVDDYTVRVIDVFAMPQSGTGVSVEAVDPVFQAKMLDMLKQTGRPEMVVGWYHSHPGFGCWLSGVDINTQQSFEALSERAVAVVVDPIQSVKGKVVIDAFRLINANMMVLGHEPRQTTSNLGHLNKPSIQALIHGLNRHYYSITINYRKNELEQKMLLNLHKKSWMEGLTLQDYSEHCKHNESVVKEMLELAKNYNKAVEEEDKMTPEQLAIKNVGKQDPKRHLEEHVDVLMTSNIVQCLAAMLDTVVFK
# SUMO1 PPI mod: alters human SUMO1 binding to SIM partners. P63165. SUMO1 binding to a labelled peptide, TR-FRET, 1 h. inhibition, % at 20 µM. hit rate 0.33% among 360,000. AID 602429; in the data active = inhibition above about 37%
# MsrA inhibitor: inhibits bovine methionine sulfoxide reductase A | purified bovine MsrA, absorbance read-out | inhibition, % at 15.5 µM | hit rate 0.75% among 360,000 | AID 651718; in the data active = inhibition above about 4.5%;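 note: 0% = vehicle wells with enzyme and 100% = reference inhibitor wells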
# Scp-1 inhibitor: Scp-1 (human) phosphatase inhibition; Q9GZU7; Recombinant Scp1, phosphopeptide, malachite green phosphate absorbance; inhibition, % at 20 µM; hit rate 0.88% among 340,000; AID 493091;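 active = inhibition above about 50% at 20 µM, limit read from the data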;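 note: plate controls were DMSO wells with enzyme for no effect and wells lacking enzyme for full effect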
# Target sequence (Q9GZU7 76-261 limits assumed): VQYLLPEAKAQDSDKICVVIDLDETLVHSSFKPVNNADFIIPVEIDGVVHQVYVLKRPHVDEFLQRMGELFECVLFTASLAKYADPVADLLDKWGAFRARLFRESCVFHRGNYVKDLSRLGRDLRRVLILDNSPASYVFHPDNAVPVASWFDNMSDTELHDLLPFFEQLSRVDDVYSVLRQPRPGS
#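 Test system: SCP-1 phosphatase catalytic domain, residues 76-261 | Compound dosing: One concentration, 20 µM, with 1.0% DMSO | Schedule: 45 min room-temperature reaction, 5 min colour, 30 min stabiliser | Detection: Absorbance at 630 nm | Read-out basis: % inhibition of SCP-1 phosphate liberation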
# CSN inh: CSN deneddylation inhibition. Q92905. Purified CSN, SCF-Nedd8-OG deneddylation, fluorescence polarization. inhibition, % at 12.5 µM. hit rate 0.38% among 360,000. AID 651999;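 active = pattern-corrected inhibition above about 35%, with an unprinted fluorescence ratio check between 0.5 and 1.5, limit read from the data, passing the limit was not always enough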;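 note: 0% = enzyme with substrate and 100% = substrate without enzyme; some results filed as inactive read as strong as hits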
# Target sequence (Q92905 whole entry, looked up, one chain of several): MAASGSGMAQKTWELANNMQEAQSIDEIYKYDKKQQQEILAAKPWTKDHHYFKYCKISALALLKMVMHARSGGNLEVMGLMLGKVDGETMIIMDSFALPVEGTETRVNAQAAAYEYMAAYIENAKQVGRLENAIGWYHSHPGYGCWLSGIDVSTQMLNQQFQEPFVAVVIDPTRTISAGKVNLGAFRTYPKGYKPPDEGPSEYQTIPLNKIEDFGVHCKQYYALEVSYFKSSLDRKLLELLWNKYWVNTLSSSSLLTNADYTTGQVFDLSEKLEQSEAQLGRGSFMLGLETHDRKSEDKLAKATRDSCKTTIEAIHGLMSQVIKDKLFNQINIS
#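 Assay system: purified human Csn5 enzyme expressed in HEK293T cells; Input: 0.24 nM Csn5 enzyme, final concentration; Reagent: 10 nM SCFSkp2-Nedd8OG; Compound dosing: 12.5 µM single point; Times: reaction 90 min, room temperature; Technique: fluorescence polarization readout.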
# TbMetRS inhib: blocks T. brucei methionyl-tRNA synthetase activity | purified T. brucei MetRS, ATP depletion, Kinase-Glo luminescence | inhibition, % at 11.9 µM | hit rate 0.4% among 360,000 | AID 624268;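 active = inhibition above a per-plate cutoff of the control wells' mean inhibition plus 3 SD, cut at about 5.5% in these data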;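 note: 0% = DMSO wells median and 100% = median of wells with control inhibitor compound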
#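 Material: T. brucei methionyl-tRNA synthetase, purified; reagent: substrates ATP, L-methionine and bulk Escherichia coli tRNA; dosing: 11.9 µM single point; timing: 15 min plus 2 h at 25 °C; detection: luminescence of leftover ATP; evaluation: % inhibition; control set: DMSO-only wells as low control; replicates: singlicate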
# LMPTP inh: LMPTP (human) inhibition; inhibition, % at 20 µM; recombinant LMPTP-A, OMFP fluorogenic substrate, fluorescence intensity; hit rate 0.22% among 360,000; AID 651560;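 active = compounds that cut the enzyme signal by at least half of the control window in the single-dose screen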;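 note: plate controls were DMSO wells with enzyme plus substrate for no effect and substrate without enzyme for full effect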
# Target sequence (P24666 whole entry, looked up): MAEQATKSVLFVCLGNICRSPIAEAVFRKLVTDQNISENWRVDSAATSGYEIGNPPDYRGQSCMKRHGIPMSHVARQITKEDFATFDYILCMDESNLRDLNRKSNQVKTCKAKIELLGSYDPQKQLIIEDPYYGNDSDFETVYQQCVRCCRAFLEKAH
#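 Test system: LMPTP-A phosphatase enzyme; input: 0.625 nM LMPTP-A final; reagent: OMFP substrate, 400 µM final; compound dosing: 20 µM single dose, 3% DMSO; incubation: 50 min dark incubation at room temperature; measured by: endpoint fluorescence intensity from OMFP dephosphorylation; measure: % inhibition relative to no-enzyme and uninhibited control wells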
# NadD inh: inhibitors of Staphylococcus aureus NadD | purified NadD enzyme, colorimetric absorbance read-out | inhibition, % at 20 µM | hit rate 0.78% among 360,000; in the data active = inhibition above about 26%; note: some compounds past the cut are filed as inactive
# * = called active by the depositor; i = inactive; · = not tested or not shown. Outcome played no part in choosing rows; 3.9% or so of the library scored in one or more.
SMILES,DNMT1 inh,STEP block,Rpn11 block,SUMO1 PPI mod,MsrA inhibitor,Scp-1 inhibitor,CSN inh,TbMetRS inhib,LMPTP inh,NadD inh
O=C(COc1ncnc2scc(-c3ccc(Cl)cc3)c12)NCc1ccco1,2,-2,i,4,-0.4,-22,2,0.3,0.4,1
Cc1nc2ncnn2c(C)c1CCC(=O)N1CCCCC1,-2,-1,i,-3,1.1,-8,-2,-0.8,0.1,-1
Cc1ccc(S(=O)(=O)N2CCCCC2)cc1NC(=O)COc1ccccc1,-2,-1,i,-3,-0.4,-4,3,-0.2,-0.2,0
O=C(CCc1c[nH]c2ccccc12)NCCc1ccc(Cl)cc1,-1,-2,i,1,-0.9,-8,8,0.1,0.6,-8
CC(C)(C)C1CCC(=NNC(=O)C(=O)NC2CCCCC2)CC1 (configuration not stated),1,-2,i,1,0.0,-9,-5,-0.9,-1.2,2
CS(=O)(=O)Nc1cccc(NC(=O)C2Cc3c(-c4ccccc4)ccnc3O2)c1 (configuration not stated),2,2,i,2,0.1,·,-6,-0.3,0.6,-3
Cc1ccc(-n2nc(C)c3c(C)c(CCC(=O)NCc4ccccc4)c(C)nc32)cc1,6,1,i,-3,-0.9,-12,6,-0.2,0.1,4
COc1ccc(C)cc1NC(=O)CCC(=O)Nc1nnc(C2CCCCC2)s1,13,0,i,-5,0.2,-5,-4,-0.1,0.3,-1
CNC(=S)NNc1nc(N2CCOCC2)nc(N2CCOCC2)n1,2,2,i,1,0.5,-4,-4,-1.3,-1.2,-7
CCOc1ccc(-n2ccnc(SCC(=O)Nc3cccc(OC)c3)c2=O)cc1,-1,1,i,-38,2.1,-9,0,-0.2,0.0,-5
O=C(Nc1ccccc1Cl)NC1CCCCCCC1,1,1,i,4,-1.6,-15,3,-0.3,1.9,-1
NC(=O)c1cc2ccc(O)cc2oc1=Nc1ccccc1,0,0,i,-20,1.7,-4,-4,0.9,1.7,-1
CCCCCCNC(=O)Nc1ccccc1,12,-4,i,-1,0.4,2,1,1.5,0.9,1
CN(C)CCCNc1ncnc2c1cnn2-c1ccccc1,6,-2,i,3,·,-7,-1,-0.4,3.3,-1
O=C(CSc1nnc(-c2ccco2)n1Cc1ccccc1)NCc1ccccc1,1,0,i,-1,1.2,-7,3,-0.8,0.5,4
CC(=O)c1cccc(NC(=S)NC(=O)c2ccc(Cl)cc2)c1,-1,-4,i,4,0.3,-14,-8,0.4,-0.6,-3
Cc1cc(=O)oc2cc(OCC(=O)N3CCCC3)c(Cl)cc12,2,2,i,-2,0.9,-7,0,0.2,-0.6,-2
CCN(C[C@H]1N[C@@](C)(C(=O)OC)[C@H]2C(=O)N(Cc3ccccc3)C(=O)[C@@H]12)C(=O)COC,7,3,i,0,-0.8,4,-1,-2.2,-2.4,-8
O=C(CCS(=O)(=O)c1ccccc1)Nc1ccc(Cl)cn1,10,-2,i,7,-1.4,24,5,-0.1,-1.1,-5
O=S(=O)(CCN1CCOCC1)c1ccc(OC(F)(F)F)cc1,1,-2,i,2,-0.7,-13,-1,-0.8,-2.0,-5
NC(N)=Nc1nc(-c2ccccc2)c2cc(Cl)ccc2n1,15,2,i,-63,-2.2,1,6,-0.4,2.5,-5
CCOc1ccccc1C1CC(=O)Nc2cc(OC)c(OC)cc21 (configuration not stated),1,0,i,9,-0.7,-4,4,0.2,-1.0,-4
O=C(N/N=C/c1ccc([N+](=O)[O-])o1)c1sc2ccccc2c1Cl,-1,2,i,-4,3.4,24,19,-0.8,3.8,17
O=C(Nc1ccccc1F)c1ccc(S(=O)(=O)NCC2CCCO2)cc1 (configuration not stated),0,2,i,-1,0.1,-5,-1,0.2,-0.9,4
CCC1CN(C(=O)N2CCC(C(=O)NCc3ccc(C)o3)CC2)c2ccccc2O1 (configuration not stated),-2,-2,i,-1,0.9,0,2,-0.3,-0.5,-6
COc1ccc(/C=C(\C#N)C(=O)NCc2cccnc2)cc1OC,-4,0,i,-16,3.3,-5,-3,-0.5,0.7,-9
CC(=O)c1ccc(OCc2cc(C(=O)NCCN3CCCC(O)C3)no2)cc1 (configuration not stated),2,-5,i,5,1.0,0,-1,0.4,-1.2,0
O=C1CC(c2ccccc2)CC(O)=C1C=NCc1ccc(Cl)cc1 (configuration not stated),1,0,i,-5,0.6,-3,0,-0.8,-0.8,-5
O=C(N/N=C/c1c(O)ccc2ccccc12)c1ccc[n+](CCO)c1,-5,1,i,-37,2.2,1,7,0.1,1.8,6
CCn1c(CNC(=O)c2ccco2)nnc1SCC(=O)c1ccc(F)cc1,1,0,i,3,0.0,1,4,0.2,-1.5,2
Nc1sc(-c2ccccc2)cc1C(=O)NCCc1ccc(Cl)cc1,·,·,·,3,-0.6,·,9,-0.5,5.9,·
COc1ccc(Cl)cc1NC(=O)COC(=O)C1=NNC(=O)CC1,1,2,i,2,-0.7,4,0,-0.5,0.5,-2
O=C(Cn1ccnc1[N+](=O)[O-])NCc1ccccc1,6,-1,i,-8,0.8,-6,-3,-0.6,-1.3,1
O=S(=O)(Cc1ccccc1)N1CCN(Cc2ccc(F)cc2Cl)CC1,4,-3,i,1,-0.7,-2,1,-0.6,0.3,-9
N#CC1=C(N)NC(=S)C(C(N)=O)C1c1ccc(Cl)cc1Cl (configuration not stated),-8,0,i,-4,0.9,1,10,0.3,0.3,5
O=C1NC(=S)S/C1=C\c1cc(Cl)cc(Cl)c1O,0,2,·,9,1.7,-13,45*,0.5,-3.0,5
COc1cccc(N(C(=O)Cn2nnc(-c3ccc(C)o3)n2)C(C(=O)NC(C)(C)C)c2cccs2)c1 (configuration not stated),2,0,i,-4,1.2,-3,-3,-0.1,0.1,-1
COc1ccc2[nH]c3c(c2c1)CCN1C(=O)C(CC(=O)NCCc2ccccn2)C[C@H](C(=O)N(C(C)C)C(C)C)[C@@]31C (some centres not stated),-1,3,i,3,-0.9,1,-2,0.3,-6.6,-1
Cc1cccc(N2CCN(S(=O)(=O)c3ccc4c(c3)C(C)(C)C(=O)N4C)CC2C)c1 (configuration not stated),-5,4,i,2,-1.0,5,-1,0.1,1.7,-2
CCC(=O)N1CCN(c2cc(C)ccc2C)CC1,0,-2,i,2,0.5,-8,2,-0.7,-1.0,1
Cc1ccc(S(=O)(=O)N(C)C)cc1NC(=O)CCNC(=O)c1ccco1,-1,-3,i,2,0.8,-5,-1,-0.3,-1.4,-4
CC(=O)NC(N(C#N)c1nc(Cl)nc(N(C)C)n1)C(Cl)(Cl)Cl (configuration not stated),6,0,i,-2,-0.5,-4,-1,-1.4,-0.9,-1
Cc1c(NC(=O)c2ccc(Cl)s2)c(=O)n(-c2ccccc2)n1C,-2,-3,i,0,0.8,-4,-13,0.4,-1.5,-3
O=C(NCCCn1ccnc1)c1sc2cccc(F)c2c1Cl,-6,2,i,-8,0.3,-7,4,-1.1,-1.2,-2
O=C1CCCN1Cc1ncnn1-c1ccccc1,2,4,i,-4,-1.6,-7,0,-0.4,-4.3,4
CN(Cc1ccc(OC(F)F)cc1)C(=O)c1ccc(S(=O)(=O)N(C)c2ccccc2)cc1,-8,1,i,1,0.0,-8,-2,-0.2,2.3,-3
O=C(CCNC(=O)OCC1c2ccccc2-c2ccccc21)NOCc1ccccc1,3,3,i,-10,0.5,-7,-8,0.1,0.9,-1
Cn1c(-c2ccccc2)cnc1SCc1nc2ccccc2c(=O)[nH]1,0,2,i,-1,-0.3,-11,3,-1.9,-0.6,-4
O=c1c2nccnc2[nH]c(=S)n1Cc1ccccc1Cl,2,0,i,-16,0.6,3,-3,-0.5,-1.3,-6
CCN(CC(=O)Nc1c(F)cccc1F)C(=O)c1cc([N+](=O)[O-])ccc1N1CCOCC1,0,-3,i,-25,1.0,-7,2,-0.3,-0.3,1
Cc1c(Cl)cccc1S(=O)(=O)Nc1ccnn1C,-1,-1,i,14,0.9,-4,7,-0.1,-1.0,6
Cc1nc2cc(C(F)(F)F)ccc2n1C,-3,1,i,0,0.9,-7,-11,0.8,-0.9,-4
CCC(C)N(C(=O)COc1ccc(Br)cc1C=O)C1CCS(=O)(=O)C1 (configuration not stated),1,-1,i,-1,0.1,2,-3,-0.2,-0.9,2
CC(=O)Nc1cccc(-c2ccnc3c2CC(C)(C(=O)Nc2cccc(OC(F)(F)F)c2)O3)c1 (configuration not stated),-17,1,i,5,-1.7,·,-3,-0.4,2.9,-3
CCOP(=O)(OCC)C(NC(=O)Nc1ccc(C)cc1)C(N)=O (configuration not stated),0,0,i,6,-0.7,0,-1,-0.4,-2.1,1
S=C(Nc1ccc(Br)cc1)Nc1ccc2c(c1)OCCO2,3,4,i,1,0.1,-8,4,-0.2,0.3,-2
CCOC(=O)c1c(NC(=O)CSc2nnc3c(Cl)cc(Cl)cn23)sc2c1CCC2,-2,3,i,-8,0.0,-5,-5,-0.4,1.1,19
COc1ccc(NC(=O)C2CC(=O)N(c3cc(C)ccc3C)C2)cc1 (configuration not stated),-2,-2,i,1,0.4,0,-1,-0.3,1.6,-4
OCCNCC(O)Cn1c2ccccc2c2ccccc21 (configuration not stated),-6,-1,i,-1,2.9,2,2,0.1,-0.3,-6
CCCCN(C)CCNC(=O)C(NC(=O)C1CCC(C)CC1)C(C)C (configuration not stated),0,-1,i,-1,-0.3,-9,0,0.4,-0.9,-5

# High-throughput results deposited in PubChem by several laboratories.
